# CHRM5 PAM = positive allosteric modulators of human muscarinic M5 receptor. CHO-K1 hM5, Fluo-8 calcium, ACh EC20 PAM; 0% = ACh EC20, 100% = ACh EC100. P08912. activation, % at 3 µM. actives 0.3% (n = 360,000);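 active = activation above the run cutoff, the mean activation of all test compounds plus 3 SD, cut at about 18% in these data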
#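 system = human M5 receptor in CHO-K1 cells | compound = one concentration, 3 µM final (nominal) | schedule = Post-acetylcholine fluorescence recording 140 s | signal = Fluo-8 calcium dye fluorescence, kinetic read | benchmarks = low control EC20 acetylcholine (0%), high control EC100 acetylcholine (100%) | repeats = singlicate, one well per test compound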
# M1 antag = blocks human M1 muscarinic receptor. CHO-K1 hM1, Fluo-8 calcium fluorescence, ACh EC80 antagonist. actives 1.3% (n = 360,000). AID 588852. inhibition, % at 3 µM;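 active = percent inhibition above its own plate's cutoff, namely the mean of that plate's compound wells plus 3 SD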;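 note: peak over basal fluorescence ratio during 140 s after agonist addition; 0% = ACh EC80 plus DMSO and 100% = DMSO alone without agonist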
# Target sequence (P11229 whole entry, looked up): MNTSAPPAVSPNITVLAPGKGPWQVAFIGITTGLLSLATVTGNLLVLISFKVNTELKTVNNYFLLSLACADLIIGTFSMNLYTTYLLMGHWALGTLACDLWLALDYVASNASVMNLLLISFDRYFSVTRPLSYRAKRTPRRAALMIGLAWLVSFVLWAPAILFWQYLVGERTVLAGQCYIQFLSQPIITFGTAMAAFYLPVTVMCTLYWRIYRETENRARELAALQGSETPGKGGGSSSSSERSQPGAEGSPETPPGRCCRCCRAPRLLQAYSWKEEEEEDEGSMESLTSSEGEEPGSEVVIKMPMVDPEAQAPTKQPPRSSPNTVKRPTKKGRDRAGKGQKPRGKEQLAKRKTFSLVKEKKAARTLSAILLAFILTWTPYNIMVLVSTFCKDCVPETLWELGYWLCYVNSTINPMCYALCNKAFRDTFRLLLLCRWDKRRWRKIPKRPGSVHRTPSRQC
# M1 ag = agonists of human M1 muscarinic receptor; activation, % at 3 µM; actives 0.33% (n = 360,000); P11229; CHO-K1 hM1, Fluo-8 calcium fluorescence, agonist mode; 0% DMSO, 100% acetylcholine EC100;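 active = activation above the run's mean compound activation plus 3 SD, cut at about 16% in these data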;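 note: peak over basal fluorescence ratio within a 140 s kinetic read after compound addition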
# M4 antag = blocks acetylcholine activation of human M4 receptor | CHO-hM4 cells, ACh EC80, Fluo-8 calcium fluorescence | inhibition, % at 3 µM | actives 0.73% (n = 360,000);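 active = inhibition above its plate's cutoff, the mean inhibition of sample wells plus 3 SD, cut at about 27% in these data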;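 note: 0% = acetylcholine EC80 with DMSO and 100% = DMSO without agonist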
# M1 PAM = human CHRM1 positive allosteric modulation; P11229; CHO-K1 hM1, Fluo-8 calcium fluorescence, ACh EC20; 0% = ACh EC20, 100% = maximal ACh; activation, % at 3 µM; actives 0.088% (n = 360,000); in the data active = activation above about 19%, passing the limit was not always enough
# M5 ag = agonists of human muscarinic M5 receptor (CHRM5); P08912; CHO-K1 hM5 cells, Fluo-8 calcium fluorescence; 0% DMSO wells, 100% maximal acetylcholine response; activation, % at 3 µM; actives 0.19% (n = 360,000); AID 624037;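 active = activation above the run's mean over test compounds plus 3 SD, cut at about 23% in these data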;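 note: signal is peak over basal fluorescence ratio across the kinetic read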
# TAAR1 agonist = agonists of human TAAR1 | Q96RJ0 | CHO RD-HGA16 TAAR1, Fluo-8 calcium fluorescence; vehicle wells 0%, saturating PEA agonist 100% | activation, % at 3 µM | actives 0.99% (n = 360,000) | AID 624467;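 active = activation above the mean activation of all test compounds in the run plus 3 SD, cut at about 38% in these data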
# Target sequence (Q96RJ0 whole entry, looked up): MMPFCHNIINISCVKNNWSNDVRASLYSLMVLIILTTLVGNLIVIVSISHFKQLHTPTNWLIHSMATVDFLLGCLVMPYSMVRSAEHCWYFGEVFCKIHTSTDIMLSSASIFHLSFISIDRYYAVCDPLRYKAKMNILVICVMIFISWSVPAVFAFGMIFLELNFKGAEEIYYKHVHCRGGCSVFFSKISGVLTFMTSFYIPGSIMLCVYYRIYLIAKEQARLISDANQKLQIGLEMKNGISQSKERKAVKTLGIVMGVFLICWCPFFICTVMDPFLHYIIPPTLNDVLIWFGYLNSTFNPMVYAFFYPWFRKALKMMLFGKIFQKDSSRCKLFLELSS
#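 System: CHO-derived RD-HGA16 cells with stable Gα16 and human TAAR1 / Times: 17-24 h plating, Fluo-8 75 min 37 °C, 30 min RT / Technique: calcium-sensitive Fluo-8 signal, excitation 470-495, emission 515-575 nm / Measure: % activation relative to PEA EC100 response / Benchmarks: DMSO and PEA EC100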
# CHRM5 antagonist = blocks acetylcholine activation of human M5 receptor. P08912. CHO-hM5 cells, Fluo-8 calcium fluorescence, ACh EC80. inhibition, % at 3 µM. actives 0.59% (n = 360,000). AID 624040;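 active = inhibition above a per-plate cutoff, the mean of that plate's test compounds plus 3 SD, cut at about 27% in these data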;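 note: 0% = acetylcholine EC80 with DMSO and 100% = DMSO without agonist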
# M4 ag = agonists of human muscarinic M4 receptor (CHRM4); P08173; CHO-K1 hM4/Gqi5, Fluo-8 calcium fluorescence; vehicle 0%, full acetylcholine response 100%; activation, % at 3 µM; actives 0.14% (n = 360,000);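 active = activation above the run mean over all test wells plus 3 SD, cut at about 32% in these data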;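 note: peak over basal fluorescence ratio per well then scaled between controls; 0% = DMSO wells and 100% = acetylcholine at EC100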
# Active calls of the source: *. An excerpt. The share of hits here may be higher or lower than overall.
# Keys: A = CHRM5 PAM; B = M1 antag; C = M1 ag; D = M4 antag; E = M1 PAM; F = M5 ag; G = TAAR1 agonist; H = CHRM5 antagonist; I = M4 ag
Cc1cccc(CN2CCN(C(=O)c3ccccc3F)CC2)c1
  A = 5	B = -14	C = -3	D = 1	E = -2	F = -2	G = 9	H = -5	I = 1

COc1ccc(CC(=O)Nc2cc(Cl)ccc2C(=O)O)cc1
  A = -1	B = -13	C = -4	D = -11	E = 8	F = -2	G = 0	H = 8	I = 0

O=C(CSc1nnc(NC(=O)C2CC2)s1)Nc1cccc(F)c1
  A = 1	B = -14	C = 1	D = -6	E = 9	F = -2	G = 4	H = 4	I = 8

CN(CC(=O)Nc1ccc(C#N)cc1)CC(=O)Nc1ccc(N2CCOCC2)cc1
  A = -2	B = 5	C = -3	D = 1	E = 3	F = 1	G = 1	H = 4	I = 2

O=C(Nc1ccc(N2CCOCC2)cc1)c1ccc(Cl)cc1N1CCCC1=O
  A = -4	B = 1	C = -2	D = 0	E = -3	F = 4	G = 3	H = 10	I = 1

CCN(CC)S(=O)(=O)c1ccc(O)c(NC(=O)c2ccc(N3CCOCC3)c([N+](=O)[O-])c2)c1
  A = -2	B = -1	C = 13	D = 4	E = -1	F = 0	G = 5	H = 1	I = 1

CC(=O)c1ccc(OCCCCOc2ccc(C(C)=O)cc2)cc1
  A = -5	B = -14	C = -2	D = -1	E = 6	F = -4	G = 0	H = 6	I = 1

O=c1cc(N2CCN(Cc3ccccc3)CC2)c(-c2ccccc2)n[nH]1
  A = -1	B = -9	C = -2	D = -4	E = 8	F = -4	G = 5	H = -8	I = 0

COc1cccc(-c2cc(C(F)(F)F)nc(NCc3ccco3)n2)c1
  A = -7	B = 0	C = -5	D = 1	E = 0	F = -5	G = 0	H = -9	I = -2

C=C(C)[C@H]1CC=C(C)/C(=N/NC(=O)CNc2ccccc2OC)C1
  A = -5	B = 0	C = -5	D = -2	E = 0	F = -2	G = 10	H = 7	I = 0

O=C(NCc1ccccn1)c1cccn1-c1ncc(C(F)(F)F)cc1Cl
  A = -1	B = 4	C = -9	D = 5	E = -1	F = -1	G = 2	H = 12	I = 1

CC1CCN(C(=O)c2ccc3c(c2)C(=O)c2ccccc2-3)CC1
  A = 0	B = -29	C = 1	D = -8	E = 16	F = 2	G = 4	H = 0	I = 1

CS/C(=C\C(=O)c1ccco1)Nc1ccccc1Cl
  A = -4	B = -10	C = -7	D = 6	E = 3	F = -5	G = -3	H = 3	I = 2

COc1ccc(C(=O)C2CCN(CC(=O)Nc3ccc(OC)cc3OC)CC2)cc1
  A = -3	B = 3	C = -3	D = 11	E = -1	F = -6	G = -3	H = 8	I = 3

Nc1ncccc1OCc1cccc(C(F)(F)F)c1
  A = -6	B = 3	C = -6	D = -11	E = -3	F = -10	G = 4	H = 4	I = 9

CC(C)CNC(=O)CCCSc1nc2ccccc2[nH]1
  A = 1	B = -1	C = -2	D = 5	E = 5	F = 2	G = 1	H = 1	I = 0

Cc1c(OC(C)C(=O)NCCN2CCOCC2)ccc2c(-c3ccccc3)cc(=O)oc12 (stereo unspecified)
  A = -5	B = -3	C = -4	D = 14	E = 1	F = -5	G = 1	H = 11	I = 2

CN1CCN(NC(=O)c2ccc(COc3ccccc3Br)o2)CC1
  A = -2	B = 5	C = -12	D = -4	E = -8	F = -8	G = 5	H = 3	I = 3

CC(=O)Nc1ccc(NC(=O)C(C)Sc2n[nH]c(-c3cccs3)n2)cc1 (stereo unspecified)
  A = 0	B = -2	C = 1	D = -14	E = 7	F = 0	G = 2	H = 12	I = 0

CCOc1ccc(NS(=O)(=O)c2ccc3c(c2)CCN3C(=O)C2CCC2)cc1
  A = 0	B = 12	C = -4	D = -2	E = -9	F = 2	G = 16	H = 4	I = 2

CCOC(=O)N1CCN(C(=O)CN(Cc2ccc(Cl)cc2)S(=O)(=O)c2ccccc2)CC1
  A = -7	B = -7	C = -4	D = 13	E = -1	F = 0	G = 12	H = 13	I = 0

CCCCc1cc(=O)oc2c(CN3CCCC3)c(O)ccc12
  A = 3	B = -5	C = -7	D = 3	E = 1	F = -2	G = 13	H = -8	I = 1

Cc1ccc(C)c(C(=O)CSc2n[nH]c(C)n2)c1
  A = -2	B = -7	C = -4	D = 12	E = 10	F = -2	G = 13	H = 6	I = 0

O=C(NCC1CCCO1)c1csc(Nc2cccc3ccccc23)n1 (stereo unspecified)
  A = -3	B = -10	C = -5	D = -6	E = 5	F = -8	G = 2	H = 0	I = 4

CCCCc1c(C)nc2c(OC)cccc2c1SCC(=O)O
  A = 4	B = -12	C = -2	D = 7	E = 9	F = 2	G = 4	H = -1	I = 0

CCOC(=O)CCNC(=O)CCc1nnc(CCCc2ccccc2)o1
  A = 3	B = -18	C = -5	D = 10	E = 10	F = 1	G = 14	H = -2	I = 1

O=C(Nc1cccc2ccccc12)N1CCN(Cc2ccccc2)CC1
  A = 0	B = 1	C = 0	D = 1	E = -4	F = -3	G = 10	H = -3	I = 0

O=C1NC(=O)C2C1C(c1ccc([N+](=O)[O-])cc1)=NN2Cc1ccccc1 (stereo unspecified)
  A = -3	B = 1	C = 4	D = 7	E = 12	F = 5	G = 4	H = 5	I = 10

COc1ccc2[nH]cc(CCNC(=O)c3ccccc3Cl)c2c1
  A = 1	B = -17	C = -2	D = -3	E = 18	F = -1	G = 3	H = -4	I = 5

Cn1cccc1Cc1nnc(SCC(=O)NCc2ccccc2)n1-c1ccc(F)cc1
  A = -3	B = -8	C = -3	D = -2	E = 5	F = -1	G = 2	H = 2	I = 2

# Reformatted field by field: part of the list above
Cc1ccc(C)c(C(=O)CSc2n[nH]c(C)n2)c1
  CHRM5 PAM = -2	M1 antag = -7	M1 ag = -4	M4 antag = 12	M1 PAM = 10	M5 ag = -2	TAAR1 agonist = 13	CHRM5 antagonist = 6	M4 ag = 0

O=C(NCC1CCCO1)c1csc(Nc2cccc3ccccc23)n1 (stereo unspecified)
  CHRM5 PAM = -3	M1 antag = -10	M1 ag = -5	M4 antag = -6	M1 PAM = 5	M5 ag = -8	TAAR1 agonist = 2	CHRM5 antagonist = 0	M4 ag = 4

# Eleven of these compounds, reformatted.
CHRM5 PAM	M1 antag	M1 ag	M4 antag	M1 PAM	M5 ag	TAAR1 agonist	CHRM5 antagonist	M4 ag	SMILES
0	12	-4	-2	-9	2	16	4	2	CCOc1ccc(NS(=O)(=O)c2ccc3c(c2)CCN3C(=O)C2CCC2)cc1
-7	-7	-4	13	-1	0	12	13	0	CCOC(=O)N1CCN(C(=O)CN(Cc2ccc(Cl)cc2)S(=O)(=O)c2ccccc2)CC1
3	-5	-7	3	1	-2	13	-8	1	CCCCc1cc(=O)oc2c(CN3CCCC3)c(O)ccc12
-2	-7	-4	12	10	-2	13	6	0	Cc1ccc(C)c(C(=O)CSc2n[nH]c(C)n2)c1
-3	-10	-5	-6	5	-8	2	0	4	O=C(NCC1CCCO1)c1csc(Nc2cccc3ccccc23)n1 (stereo unspecified)
4	-12	-2	7	9	2	4	-1	0	CCCCc1c(C)nc2c(OC)cccc2c1SCC(=O)O
3	-18	-5	10	10	1	14	-2	1	CCOC(=O)CCNC(=O)CCc1nnc(CCCc2ccccc2)o1
0	1	0	1	-4	-3	10	-3	0	O=C(Nc1cccc2ccccc12)N1CCN(Cc2ccccc2)CC1
-3	1	4	7	12	5	4	5	10	O=C1NC(=O)C2C1C(c1ccc([N+](=O)[O-])cc1)=NN2Cc1ccccc1 (stereo unspecified)
1	-17	-2	-3	18	-1	3	-4	5	COc1ccc2[nH]cc(CCNC(=O)c3ccccc3Cl)c2c1
-3	-8	-3	-2	5	-1	2	2	2	Cn1cccc1Cc1nnc(SCC(=O)NCc2ccccc2)n1-c1ccc(F)cc1

# The listing continues.
# Keys: A = CHRM5 PAM; B = M1 antag; C = M1 ag; D = M4 antag; E = M1 PAM; F = M5 ag; G = TAAR1 agonist; H = CHRM5 antagonist; I = M4 ag
COc1cccc(CC2(CO)CCCN(Cc3cc4ccccc4[nH]3)C2)c1 (stereo unspecified)
  A = -10	B = 0	C = -10	D = 10	E = 6	F = -3	G = 20	H = -1	I = 5

CCc1cc(CC)c(/C=N/NC(N)=O)c(CC)c1
  A = 2	B = 14	C = -3	D = -8	E = -1	F = -8	G = 5	H = 5	I = -3

NC(=O)c1ccc(Oc2ccc(C(N)=O)cc2)cc1
  A = 9	B = -1	C = 6	D = 0	E = 15	F = 6	G = 2	H = -4	I = 1

CC(C)CCNc1nc2c(cc1C#N)COC(C)(C)C2
  A = 0	B = -4	C = -3	D = 9	E = 3	F = -6	G = 3	H = -4	I = -2

OC(COc1ccc2ccccc2c1)CN1CCN(c2ccc(F)cc2)CC1 (stereo unspecified)
  A = -1	B = -6	C = -1	D = 0	E = 3	F = 2	G = 4	H = 1	I = 2

COc1ccc(C(=O)Nc2ccccc2)cc1NC(=O)c1ccc([N+](=O)[O-])cc1
  A = -7	B = 0	C = -8	D = -5	E = 3	F = 0	G = 0	H = -1	I = 4

O=C(Nc1nnc(C(F)(F)F)s1)c1c(F)cccc1F
  A = -6	B = 3	C = -1	D = 1	E = -2	F = 0	G = 1	H = 5	I = 5

COc1ccc2c(COC(=O)CNC(=O)C34CC5CC(CC(C5)C3)C4)cc(=O)oc2c1
  A = 0	B = -2	C = -3	D = -6	E = 0	F = 2	G = 3	H = -6	I = 3

CC1=C(C(=O)N2CCOCC2)CC(CC(=O)NCCCN(C)C)C(=O)N1Cc1ccc(C(C)(C)C)cc1 (stereo unspecified)
  A = 3	B = -16	C = 2	D = 0	E = -4	F = 2	G = 2	H = 4	I = 1

CCCOc1ccc(C(O)(CCC)CCN2CCCCC2)cc1 (stereo unspecified)
  A = -24	B = 66*	C = -5	D = 21	E = -23	F = -8	G = 14	H = 21	I = 3

Cc1cccc(C)c1NC(=O)CSc1nnc(-c2ccncc2)n1Cc1ccco1
  A = -7	B = -3	C = 2	D = -1	E = 12	F = -1	G = 7	H = 5	I = 1

O=C(NCc1ccc(F)cc1)C1CCCN(C(=O)Nc2ccc(F)cc2)C1 (stereo unspecified)
  A = 9	B = -14	C = -1	D = -15	E = 15	F = -3	G = 1	H = -9	I = 0

CCc1ccc(-c2ccc(SCC(=O)NC3CCCC3)nn2)cc1
  A = -5	B = -8	C = -1	D = -12	E = 4	F = 0	G = -1	H = 2	I = 1

Cc1ccc(CN2CC(C(=O)Nc3nc(C)cs3)CC2=O)cc1 (stereo unspecified)
  A = -2	B = -17	C = 2	D = -10	E = -2	F = 2	G = 5	H = -6	I = 4

COc1ccc(OC)c(NC(=O)Nc2ccccc2C)c1
  A = -2	B = 4	C = -4	D = 11	E = 7	F = -5	G = 4	H = 0	I = -1

O=S1(=O)CCC(NS(=O)(=O)/C=C/c2ccccc2)C1 (stereo unspecified)
  A = 4	B = -10	C = -3	D = -20	E = 5	F = -3	G = 7	H = -11	I = 1

CCC1(c2ccccc2)SC(N)=NC1=O (stereo unspecified)
  A = -3	B = -2	C = -2	D = -6	E = 1	F = 4	G = 3	H = 18	I = 1

Cc1ccc(OCCCC(=O)Nc2ccc(Cl)c(S(=O)(=O)N3CCOCC3)c2)cc1
  A = -14	B = 9	C = -1	D = -2	E = -12	F = 4	G = 3	H = 13	I = 15
